# From PubChem BioAssay
# GFP derepression = derepresses silenced GFP locus in mouse C127i cells; mouse C127i GFP locus derepression, cytometry, 30 h; Potency, µM (top dose mostly 46.1 µM), inactives show top-dose GFP derepression (activation); 68,000 tested, 0.09% active; AID 597; further: % of control where 0% means no effect
#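 Locus derepression in mouse mammary C127i cells whose integrated CMV-GFP reporter is normally silent; GFP expression after 30 h compound treatment was quantified by counting fluorescent cells.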
# USP2a inh = USP2a (human) protease inhibition; O75604; Potency, µM (titrated, usually from 38.3 µM), inactives show at the top dose activity change, negative = inhibition, most hits filed as inhibitors; AID 927; 60,000 tested, 0.1% active; USP2a enzymatic assay, qHTS inhibition;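 further: potency means the concentration at half of the fitted maximal effect; nearly all actives have a fitted effect of over 60% in size; plate controls were DMSO for no effect and NEM full inhibition control for full effect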
# Target sequence (O75604 whole entry, looked up): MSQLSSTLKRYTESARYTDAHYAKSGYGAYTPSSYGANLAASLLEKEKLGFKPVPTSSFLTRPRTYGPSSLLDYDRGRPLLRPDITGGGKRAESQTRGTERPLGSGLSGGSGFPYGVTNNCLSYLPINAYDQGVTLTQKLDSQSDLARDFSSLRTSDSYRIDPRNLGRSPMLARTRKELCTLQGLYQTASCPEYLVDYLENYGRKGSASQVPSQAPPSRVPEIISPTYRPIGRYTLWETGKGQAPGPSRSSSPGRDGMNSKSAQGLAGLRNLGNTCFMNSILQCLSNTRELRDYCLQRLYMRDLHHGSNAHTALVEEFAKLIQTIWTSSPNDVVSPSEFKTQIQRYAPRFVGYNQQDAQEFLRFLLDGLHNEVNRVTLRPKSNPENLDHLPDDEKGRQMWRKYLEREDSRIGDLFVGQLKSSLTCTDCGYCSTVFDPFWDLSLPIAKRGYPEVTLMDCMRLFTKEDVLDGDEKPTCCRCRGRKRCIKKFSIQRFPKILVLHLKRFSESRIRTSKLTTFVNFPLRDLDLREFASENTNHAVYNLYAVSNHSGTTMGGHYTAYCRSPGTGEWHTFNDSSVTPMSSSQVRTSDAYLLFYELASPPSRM
#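 Coupled readout: USP2-cleaved Ub-PLA2 (20nM final) turns over NBD C6-HPC (20uM final), Ex 460nm/Em 535nm after 2.5 h, time-zero read flagging artifacts. Enzyme (20nM final, pH 8.0 Tris) given 30 min RT with compound first; NEM defines full inhibition.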
# HADH2 inhib = blocks human hydroxyacyl-CoA dehydrogenase type II; Potency, µM (top dose mostly 57.1 µM), inactives show at the top dose activity change, negative = inhibition, hits mostly inhibitors; AID 886; recombinant HADH2, NADH fluorescence, beta-hydroxybutyryl-CoA; 73,000 tested, 3.4% active; further: potency means the concentration at half of the fitted maximal effect; on the % scale 0 is the no-effect control and ±100 the full control effect; nearly all actives have a fitted effect of over 60% in size; many of its hits are not listed in these tables
# Target sequence (Q99714 whole entry, looked up, one chain of several): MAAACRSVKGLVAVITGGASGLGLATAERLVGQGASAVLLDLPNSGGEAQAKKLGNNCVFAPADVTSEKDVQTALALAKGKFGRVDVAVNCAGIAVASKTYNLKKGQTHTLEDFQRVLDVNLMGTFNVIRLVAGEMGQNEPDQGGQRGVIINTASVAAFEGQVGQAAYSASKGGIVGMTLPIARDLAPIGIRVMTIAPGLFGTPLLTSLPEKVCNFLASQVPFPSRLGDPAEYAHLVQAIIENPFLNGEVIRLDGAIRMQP
#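 His-tagged recombinant enzyme from E. coli, 20 nM, preincubated 15 min RT with compound; reaction started with 1 mM NAD+ and 90 uM beta-hydroxybutyryl-CoA in 100 mM Tris-HCl pH 9.0. NADH fluorescence (ex 360/em 450) read over 4 min; last-minus-first difference.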
# BRCT inh green = BRCA1 BRCT-phosphoprotein interaction inhibition | P38398 | BRCA1 BRCT-phosphopeptide binding, green fluorescence polarization | Potency, µM (series often up to 76.9 µM), without a hit: at the highest dose activity change, negative = inhibition, most hits filed as inhibitors | 75,000 tested, 0.05% active;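 further: potency means the concentration at half of the fitted maximal effect; plate controls were peptide without protein for full effect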
#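 Compounds were incubated for 12 min at room temperature with a complex of 100 nM fluorescein-tagged pBACH1 decapeptide and 250 nM His-tagged BRCT protein. Buffer was phosphate pH 7.3 with EDTA, DTT and Tween 20. Disruption of binding lowers the polarization signal.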
# CRE Fsk mod = modulators of forskolin-stimulated CRE signaling in CHO cells | CHO CRE-bla reporter (cAMP response element driving beta-lactamase), forskolin EC10, beta-lactamase ratio | Potency, µM (series often up to 38.2 µM), without a hit: top-dose activity change, negative = inhibition, hits mostly activators | 71,000 tested, 2.5% active; active means well fitted activation curve with a large enough effect in the signal ratio, with a control signal flat, not every such curve was filed as active; inconclusive means small, poorly fitted or top-dose-only effect, or effect the other way, or a change in a side signal; the % refers to the signal ratio; further: potency means the concentration at half of the fitted maximal effect; % of control where 0% means no effect
#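 The 460nm/530nm emission ratio after CCF4 loading defined %Activity, from which AC50 values were obtained. CRE-bla CHO cells received compound dilution series together with an EC10 level of NKH 477 for 3 hours at 37 degrees Celsius.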
# Ub-GFP proteasome = ubiquitin-GFP accumulation via proteasome inhibition. Ubiquitin-GFP reporter cells, proteasome inhibition, GFP fluorescence; response scale: untreated = 0%, 10 µM MG-132 = 100%. 67,000 tested, under 10 active. Potency, µM (titrated, usually from 45.9 µM), for inactives: at the highest dose activation (GFP accumulation), most hits filed as activators; active means well fitted activation curve with a large enough effect, not every such curve was filed as active; inconclusive means small, poorly fitted or top-dose-only effect, or another doubt; inactive means no such curve, though single readings can be large or run the other way; further: potency means the concentration at half of the fitted maximal effect
#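 U2OS Ub(G76V)-GFP reporter; O/N plating, 0.5% FBS; cpd 46 uM–2.9 nM, 4 h, 37 °C; GFP+ cell count, 488/515 nm; norm. to basal vs 10 uM MG-132; CRC fit.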
# Hsp90 Hop PPI = changes Hsp90-Hop TPR2A binding signal, up or down | 71,000 tested, 0.44% active | AlphaScreen TPR2A-His6 binding biotin-Hsp90 C-terminal peptide | Potency, µM (highest dose often 57 µM), inactives show top-dose activity change, negative = inhibition; active means well fitted curve in either direction with a large enough effect; inconclusive means small, poorly fitted or top-dose-only effect, or another doubt; further: potency means the concentration at half of the fitted maximal effect; on the % scale 0 is the no-effect control and ±100 the full control effect; many of its hits are not listed in these tables
# HBB splicing = alters splicing of the hemoglobin beta chain; AID 925; Potency, µM (top dose mostly 46.1 µM), for inactives: at the highest dose activation, actives largely listed as activators; 65,000 tested, 0.06% active; HBB splicing reporter cell assay, activation; EGFP reporter with mutant IVS2-654 intron; response scale: normalised to 500 nM splice-correcting PNA; further: potency means the concentration at half of the fitted maximal effect; 0% is about no effect
#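 Compounds were applied for 2 days to HeLa EGFP-654 cells, 500/well in Optimem with 2% FCS. The reporter's EGFP is disrupted by mis-splicing of beta-globin intron IVS2-654. Readout: summed well GFP fluorescence from 488 nm laser scanning; reference was 500 nM antisense […] 654 PNA.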
# BRCT PPI red = inhibitors of human BRCA1 BRCT-phosphoprotein interaction (red fluorophore). P38398. BRCT-phosphopeptide binding, red fluorescence polarization. 75,000 tested, 0.03% active. Potency, µM (titrated, usually from 76.9 µM), inactives show at the highest dose activity change, negative = inhibition, actives largely listed as inhibitors; further: on the % scale 0 is the no-effect control and ±100 the full control effect
#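 Rhodamine-labelled pBACH1 10-mer (100 nM) bound to BRCT domain (100 nM) at pH 7.3; compounds incubated 12 min room temperature, polarization read. Free peptide defines full inhibition; unlabelled decapeptide titrated as control.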
# ALOX15 inhib = 15-hLO (ALOX15) enzyme inhibition; 74,000 tested, 1.4% active; Potency, µM (titrated, usually from 57.1 µM), inactives show at the highest dose activity change, negative = inhibition, hits mostly inhibitors; P16050; purified 15hLO-1, xylenol orange hydroperoxide absorbance; further: potency means the concentration at half of the fitted maximal effect; on the % scale 0 is the no-effect control and ±100 the full control effect; nearly all actives have a fitted effect of over 55% in size
#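 Purified human 15hLO-1 (40 nM final) in 25 mM Hepes pH 7.5, 0.01% Triton X-100 was preincubated with compound 15 min at room temperature, then reacted 6 min with 50 uM arachidonic acid; hydroperoxide detected by Fe-XO, 573/405 nm absorbance ratio.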
# Pol III holo inh = inhibitors of bacterial DNA polymerase III holoenzyme | reconstituted DNA polymerase III holoenzyme replication, biochemical | Potency, µM (series often up to 57.1 µM), for inactives: at the top dose activity change, negative = inhibition | 71,000 tested, 0.25% active | AID 603; further: potency means the concentration at half of the fitted maximal effect; on the % scale 0 is the no-effect control and ±100 the full control effect
#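 Reconstituted *E. coli* holoenzyme (0.35 nM Pol III, 1 nM beta, 154 nM SSB, 2 nM primase) was preincubated with compound for 15 min at RT. Synthesis on 1.4 nM ssM13Gori ran 35 min, then was stopped with PicoGreen/EDTA and read as dsDNA fluorescence.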
# Active calls of the source: *; ? = inconclusive; . = no result given; [ ] = another dose, or the depositor's remark. Unless noted, the call rests on the fitted dose curve; in most records, active means well fitted curve in the direction sought with a large enough effect; inconclusive means small, poorly fitted or top-dose-only effect, or another doubt; inactive means no such curve, though single readings can be large; an effect the other way counts as inactive or inconclusive.
smiles	GFP derepression	USP2a inh	HADH2 inhib	BRCT inh green	CRE Fsk mod	Ub-GFP proteasome	Hsp90 Hop PPI	HBB splicing	BRCT PPI red	ALOX15 inhib	Pol III holo inh
CCOc1ccc(NC(=O)N2CCC(n3c(=O)[nH]c4ccccc43)CC2)cc1	.	.	4%	-3.1%	?	-3%	?	-1.1%	-1.4%	-7%	8%
N#Cc1ccc(CSc2ncnc3c2cnn3Cc2ccccc2)cc1	-2%	-1%	-12%	0.3%	-15%	-1%	19%	-2.1%[57.5 µM]	-1.8%	-18%	-5%
O=C1CC(Nc2ccc(N3CCOCC3)cc2)C(=O)N1C1CCCCC1 (configuration not stated)	-2%	-2%	2%	1.7%	?	-3%	-6%	-0.9%	-0.4%	-27%	6%
Cc1cc(NC(=O)CCS(=O)(=O)c2nc(-c3ccccc3)cc(C(F)(F)F)n2)no1	-2%	-9%	-28%	-1.8%	?	6%	-3%	-2.1%	0.3%	-5%	0%
COC(=O)C1=C(O)CSC1=Nc1cccc(C(F)(F)F)c1	0%	19%	-12%	1.8%	4%	-4%	-4%	-2.5%	0.8%	1%	-4%
Cn1c(=O)cc(OCCCC(=O)NCCCN2CCN(Cc3ccccc3)CC2)c2ccccc21	0%	15%	4%	-0.9%	10%	?	?	-0.1%	-1.5%	-2%	-4%
COC(=O)c1ccccc1NC(=O)CSc1nnc(-c2cccc(NC(C)=O)c2)n1C	0%	10%	-11%	-1.0%	15%	-14%	-3%	1.3%[9.22 µM]	-1.3%	?	-3%
O=C(Nc1ccc2oc(-c3cccnc3)nc2c1)c1cc2ccccc2o1	0%	3%	9%	-0.9%	12%	-4%	-1%	1.1%	-1.4%	-2%	-6%
O=C1N=c2ccccc2=C1c1sc(=S)n(CC2CCCO2)c1O (configuration not stated)	0%	-1%	-3%	-2.3%	14%	0%	-3%	-0.1%[9.22 µM]	-0.4%	-5%	-9%
Cc1nc(N2CCOCC2)c2oc3ccccc3c2n1	1%	4%	11%	1.6%	?	-4%	-2%	-0.8%	-4.8%	-29%	0%
Cn1c(=O)c2cc(S(=O)(=O)NCCC(=O)NCCc3ccc(Cl)cc3)ccc2n(C)c1=O	6%	15%	-2%	-1.3%	-9%	0%	-4%	-5.8%	-1.0%	11%	-6%
CCn1c(CNC(=O)COC)nc2ccccc21	.	.	5%	-1.8%	-1%	3%	-1%	0.6%	1.0%	-4%	-4%
COc1ccccc1NC(=O)CN1CCC(n2nnc3cc(F)ccc32)CC1	0%	20%	7%	1.9%	?	0%	-2%	-0.7%	1.6%	-7%	-7%
Cc1cnc(CNc2nc(-c3ccc(N(C)C)cc3)nc3ccccc23)cn1	-1%[9.22 µM]	-7%	-21%	-3.1%	?	9%	-12%	1.7%	0.3%	-24%	2%
COc1ccc(-n2nnc3c(=O)n(CC(=O)N4CCCc5ccccc54)cnc32)cc1	.	.	5%	0.3%	?	-4%	-1%	-0.1%	0.0%	-1%	-8%

# In the list so far, 2 contain a furan ring, fused or not.
smiles	GFP derepression	USP2a inh	HADH2 inhib	BRCT inh green	CRE Fsk mod	Ub-GFP proteasome	Hsp90 Hop PPI	HBB splicing	BRCT PPI red	ALOX15 inhib	Pol III holo inh
O=C(Nc1ccc2oc(-c3cccnc3)nc2c1)c1cc2ccccc2o1	0%	3%	9%	-0.9%	12%	-4%	-1%	1.1%	-1.4%	-2%	-6%
Cc1nc(N2CCOCC2)c2oc3ccccc3c2n1	1%	4%	11%	1.6%	?	-4%	-2%	-0.8%	-4.8%	-29%	0%

# Next results follow:
smiles	GFP derepression	USP2a inh	HADH2 inhib	BRCT inh green	CRE Fsk mod	Ub-GFP proteasome	Hsp90 Hop PPI	HBB splicing	BRCT PPI red	ALOX15 inhib	Pol III holo inh
Cc1cc(C(F)(F)F)nn1CC(=O)Nc1cccnc1	2%	-1%	9%	0.2%	?	22%	6%	-3.2%	-0.4%	10%	-6%
Cc1cccc(C)c1NC(=O)C(c1cccs1)N(Cc1ccco1)C(=O)Cn1nnc2ccccc21 (configuration not stated)	14%	.	2%	-0.9%	-2%	-2%	0%	-0.2%[57.5 µM]	-0.1%	3%	-3%
CCCOc1ccc(N)cc1N	4%	33%[activator]	-15%	4.5%	12%	-19%	-23%	3.7%	-0.8%	-2%	-23%
CCC1c2ccc(C)n2CCN1C(=O)Nc1ccccc1OC (configuration not stated)	1%	22%	-6%	-11%	-8%	-10%	-8%	1.2%	-8.8%	3.2µM*	1%
COc1ccc2[nH]c3c(c2c1)CN(C)CC3	6%	36%[activator]	2µM*	-1.9%	?	-6%	-28%	-0.4%	-1.1%	?	-3%
O=c1c(CN2CCN(Cc3ccccc3)CC2)coc2ccc(Cl)cc12	0%	-9%[7.66 µM]	-15%[11.4 µM]	-0.7%	19%[7.6 µM]	12%[9.17 µM]	0%[11 µM]	-2.6%[0.0738 µM]	1.5%	-19%[11.4 µM]	-9%[11.4 µM]
Cc1cc(C(=O)Cn2nnc3ccccc3c2=O)c(C)n1-c1c(C)n(C)n(-c2ccccc2)c1=O	-2%	3%	8%	-0.1%	?	-1%	-5%	1.7%	-0.1%	0%	0%
CCOC(=O)CSc1nc2cc(C)ccc2cc1C#N	8%	2%	1%	2.3%	?	7%	?	?	-2.0%	-15%	-3%
Cc1cc(C)c2[nH]c(=O)c(C(c3nnnn3Cc3ccc4c(c3)OCO4)N3CCCCC3)cc2c1 (configuration not stated)	0%	.	8%	0.4%	-10%	-1%	-1%	-0.3%[57.5 µM]	0.5%	-21%	-5%
N#C/C(C(=O)Oc1ccccc1)=C1\C=CC=CN1	0%	-6%	244%[activator]	-3.2%	-2%	2%	0%	-0.1%[57.5 µM]	-0.1%	5%	2%
CCOc1ccc(-c2nc(N)nc(C)c2-c2ccc(OC)c(OC)c2)c(O)c1	0%	7%	-2%	-2.0%	?	15%	-6%	1.4%	-0.2%	4%	-5%
CCc1ccc2oc(=O)cc(CN3CCC(C)CC3)c2c1	5%	23%	6%	0.3%	?	0%	1%	1.5%[57.5 µM]	0.3%	-4%	-4%
Cc1cccc(C(=O)OCc2cc3ccccc3[nH]c2=O)c1	2%	1%	5%	-1.7%	?	3%	-5%	-0.3%[57.5 µM]	1.1%	1%	3%
O=C(CSc1nnc2n(C3CCCC3)c(=O)c3ccccc3n12)N1CCCCCC1	0%	.	-1%	-0.1%	4%	-2%	-2%	-0.1%[57.5 µM]	-0.1%	1%	-2%
CCN1CCN(c2ncnc3c2nnn3Cc2ccccc2)CC1	2%	5%	-2%	-0.5%	-3%	1%	-3%	.	-0.6%	15%	-3%
CCN1CCCC1CNC(=O)COc1cc(=O)n(C)c2ccccc12 (configuration not stated)	0%	1%	11%	2.2%	7%	-1%	35%	1.0%	-1.8%	-12%	-7%
O=C(c1ccco1)N1CCC2(CCCN(Cc3ccccc3)C2)CC1	-2%[9.22 µM]	82%[activator]	6%	0.3%	3%	-13%	-4%	2.9%	-0.2%	-6%	-9%
COC(=O)CN1C(=O)C2(C(C#N)=C(N)Oc3n[nH]c(-c4cccs4)c32)c2ccccc21 (configuration not stated)	2%	10%	-8%	-0.6%	-6%	6%	-2%	-0.6%	0.3%	7%	-5%
Cc1noc(C)c1-c1ccc2ncnc(NCc3cccnc3)c2c1	0%[9.22 µM]	28%	1%	-0.5%	?	0%	-5%	-0.9%	-0.2%	10%	-6%
COc1ccc(S(=O)(=O)N2CCC(C(=O)Nc3nnc(CCN4CCCCC4)s3)CC2)cc1	-1%	25%	3%	2.0%	?	0%	-5%	-3.7%	1.5%	?	0%
CCn1c(SCC(=O)Nc2ccccc2OC)nnc1-c1cnccn1	-5%	14%	-5%	0.0%	?	.	-2%	3.2%[0.369 µM]	0.5%	5%	-5%
COc1ccc(NC(=O)N2CCCC3(CCN(C(=O)c4cnccn4)CC3)C2)cc1	2%[9.22 µM]	0%	5%	-4.2%	0%	9%	5%	0.4%	1.0%	-3%	-8%

# This is a subset; count on the stated rates, not on these rows.
